# STAT1 inh: reduces IFN-gamma driven STAT1 reporter signal; NIH 3T3 STAT1-luciferase reporter, luminescence; inhibition, % at 5.5 µM; actives 0.35% (n = 200,000); AID 920;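 active = inhibition above a set limit, the mean inhibition across all tested compounds plus 3 SD, cut at about 34% in these data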;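 also: 0% = IFN-gamma with DMSO and 100% = IFN-gamma with 300 µM nifuroxazide; values of inactives mirror those of a sister screen read the other way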
# STAT3 activator: STAT3 signaling activation; AID 871; actives 0.91% (n = 190,000); U3A cells, IL-6 STAT3-luciferase reporter, luminescence; 100% = signal with IL-6 EC80 alone; activation (% of control), % at 5.6 µM;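 active = activation above the screen-wide mean of compound activation plus 3 SD, cut at about 130% in these data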;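 also: 0% = background luminescence of wells with medium and substrate only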
#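 Test system: STAT3-luciferase reporter U3A cells; Detection: reporter luminescence signal; Times: 1 h compound pre-exposure, 6 h IL-6 stimulation, 37 °C; Benchmarks: IL-6-only high control; Also added: IL-6 stimulus at 33 ng/mL final.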
# FLuc stim CS: firefly luciferase counter-screen for stimulation assays; AID 1027; P08659; activation factor at 10 µM; 200,000 tested, under 10 active; ATPlite luciferase biochemical, luminescence, 10 min; 0 = ATP-free wells, 1 = DMSO control;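 active = luciferase activation factor, scaled between plate controls, of at least 2 with compound at 10 µM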
# Target sequence (P08659 whole entry, looked up): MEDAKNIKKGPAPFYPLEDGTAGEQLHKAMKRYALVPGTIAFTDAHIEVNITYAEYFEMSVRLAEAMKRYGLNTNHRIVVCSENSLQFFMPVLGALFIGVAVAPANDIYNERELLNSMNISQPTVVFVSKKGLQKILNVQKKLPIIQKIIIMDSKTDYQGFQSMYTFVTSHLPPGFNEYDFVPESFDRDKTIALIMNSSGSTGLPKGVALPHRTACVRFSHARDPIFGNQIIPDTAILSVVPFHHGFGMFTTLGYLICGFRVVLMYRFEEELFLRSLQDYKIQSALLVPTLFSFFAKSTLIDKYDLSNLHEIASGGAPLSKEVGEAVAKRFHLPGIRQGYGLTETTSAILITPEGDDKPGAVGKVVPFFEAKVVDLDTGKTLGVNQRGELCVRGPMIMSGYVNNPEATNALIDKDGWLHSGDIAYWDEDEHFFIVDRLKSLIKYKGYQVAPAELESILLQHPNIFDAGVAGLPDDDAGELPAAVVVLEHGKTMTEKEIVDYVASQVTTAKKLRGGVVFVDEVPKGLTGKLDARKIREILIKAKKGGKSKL
#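 Material: Luciferase/luciferin reagent mix | Doses: Test compounds dosed from 2 mM stocks in 100% DMSO | Timing: 10 min incubation after luciferase reagent addition, room temperature | Measured by: Luminescence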
# STAT1 activator: STAT1 signaling activation. NIH 3T3 STAT1-luciferase reporter, IFN-gamma, luminescence; 100% = IFN-gamma alone, no compound. activation (% of control), % at 5.5 µM. actives 2.6% (n = 200,000);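 active = activation above the screen-wide mean activation plus 3 SD, cut at about 130% in these data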;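 also: raw ratio to IFN-gamma control signal so 100% means no change and 0% no light; values of inactives mirror those of a sister screen read the other way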
# STAT3 blocker: reduces IL-6 driven STAT3 reporter signal; AID 862; U3A cells, IL-6 STAT3-luciferase reporter, luminescence; host cell line lacks STAT1; inhibition, % at 5.5 µM; actives 0.89% (n = 190,000);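 active = inhibition above the mean inhibition across all screened compounds plus 3 SD, cut at about 44% in these data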;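 also: 0% = DMSO only wells and 100% = 100 µM nifuroxazide control wells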
# ROMK mod: modulators of human ROMK potassium channel. P48048. Tet-inducible ROMK, thallium flux fluorescence; actives lie on both sides. AID 1918. actives 2% (n = 130,000). B-score at 10 µM;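 active = signal ratio slope over the read window, or its plate-corrected B-score, at least 3 SD from the plate mean, either direction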;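 also: B-score of the F/F0 ratio slope over 7 to 12 s after thallium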
# Target sequence (P48048 whole entry, looked up): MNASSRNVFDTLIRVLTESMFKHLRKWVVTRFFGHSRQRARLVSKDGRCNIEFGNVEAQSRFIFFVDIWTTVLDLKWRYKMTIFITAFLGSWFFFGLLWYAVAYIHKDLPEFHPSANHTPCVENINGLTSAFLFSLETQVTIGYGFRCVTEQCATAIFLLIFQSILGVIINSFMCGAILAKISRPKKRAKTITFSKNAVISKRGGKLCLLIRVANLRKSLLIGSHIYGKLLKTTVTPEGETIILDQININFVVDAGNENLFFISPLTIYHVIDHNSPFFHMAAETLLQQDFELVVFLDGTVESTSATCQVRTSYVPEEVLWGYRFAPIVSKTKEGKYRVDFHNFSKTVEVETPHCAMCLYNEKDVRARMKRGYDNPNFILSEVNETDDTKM
# NF-kB neuron act: NF-kB expression increase, human neuronal cells | NF-kB reporter expression; active compounds read high | fold change at 12.5 µM | actives 1.6% (n = 190,000) | AID 1239; in the data active = fold change above about 3.3
# APP 5UTR inh: APP translation inhibition. inhibition, % at 2 µM. actives 0.82% (n = 190,000). SH-SY5Y APP 5'UTR-luciferase reporter, luminescence;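 active = inhibition above a set limit, derived from the sample mean plus 3 SD, cut at about 45% in these data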; also: values of inactives mirror those of a sister screen read the other way
# FLuc inhib CS: counter-screen for luciferase assay inhibitors: firefly luciferase inhibition; P08659; ATPLite firefly luciferase biochemical luminescence, 10 min; actives 1.5% (n = 200,000); inhibition, % at 10 µM;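 active = inhibition above about 50% when tested at 10 µM, limit read from the data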
# APP 5'UTR act: activates APP 5'UTR luciferase reporter; actives 1% (n = 190,000); activation, % at 2 µM; AID 1276; SH-SY5Y APP 5'UTR luciferase reporter, luminescence; zero percent = DMSO vehicle wells;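 active = activation above a set limit, based on mean plus 3 SD of controls, cut at about 140% in these data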; also: values of inactives mirror those of a sister screen read the other way
# * marks the source's active call; other numbers are inactive results; . = not tested or not shown.
SMILES,STAT1 inh,STAT3 activator,FLuc stim CS,STAT1 activator,STAT3 blocker,ROMK mod,NF-kB neuron act,APP 5UTR inh,FLuc inhib CS,APP 5'UTR act
Cc1ccc(S(=O)(=O)NC(C)CCc2ccccc2)cc1 (configuration not stated),2,101,1.1,98,6,-0.96,1.1,-8,-8,8
COc1c(F)c(F)c(C(=O)Nc2ccccc2N2CCN(C(C)=O)CC2)c(F)c1F,7,112,1,93,-14,.,0.77,10,1,-10
O=C(CSc1cc(Cl)ccc1Cl)NCC1CCCO1 (configuration not stated),3,97,1,97,11,.,0.9,4,-2,-4
CCc1ccc(CN(C)C(=O)CCc2nnc(Cc3cccc(C)c3)o2)nc1,-6,106,1.1,104,-5,0.83,1.1,-23,-6,23
Cc1cc(N2CCCC2)c(F)cc1/C=C\[N+](=O)[O-],-28,93,1,123,13,-1.7,1.2,-23,3,23
O=c1[nH]c(CN2CCN(S(=O)(=O)c3ccc4ccccc4c3)CC2)nc2ccccc12,1,113,1,97,-15,-0.14,1.1,-17,0,17
COc1cc(C(=O)NC(=S)Nc2nccs2)cc(OC)c1OC,3,91,1,98,11,0.74,0.65,10,4,-10
CN(C)C(=O)N1CCC(C(=O)N2CCCC(C(=O)c3ccc(C(C)(C)C)cc3)C2)CC1 (configuration not stated),0,105,1,98,-1,0.58,0.84,17,-2,-17
Cc1c(Cc2ccccc2)sc(NC(=O)/C=C/c2cccc3ccccc23)c1C(N)=O,2,103,1,98,2,.,0.92,7,-4,-7
CCn1c(C)nc2c(C)[n+](CC(=O)c3ccc(Br)cc3)ccc21,-7,94,1.1,106,8,-0.51,0.66,-97,-6,97
CC(C)n1c(SCC(=O)Nc2nc3ccccc3s2)nc2c1c(=O)n(C)c(=O)n2C,15,110,.,86,-11,.,1.2,-8,.,8
COc1cccc(CC2(CO)CCCN(Cc3cn(C)c4ccccc34)C2)c1 (configuration not stated),8,100,1,91,4,-2.2,0.94,5,-1,-5
O=C(Nc1ccccc1)Nc1ccccc1-n1ccnc1,-1,89,1,100,14,-0.068,1.2,-2,-4,2
O=C(Nc1ccc(F)cc1)N(CCCN1CCOCC1)Cc1cc2cc3c(cc2[nH]c1=O)OCCO3,-17,123,1,116,-21,.,1.2,14,-3,-14
CCN(CC)Cc1c(O)ccc2c(=O)c(Oc3ccccc3OC)coc12,4,107,0.9,97,2,.,0.94,-29,11,29
CCOc1ccc(-c2nc3n(c(=O)c2C#N)CCCS3)cc1,1,104,1,99,-4,.,1,7,-1,-7
NNc1nc2c(-c3ccc(F)cc3)nnn2c2ccccc12,-49,119,0.8,141*,-23,-0.0014,0.97,-134,24,134
Cc1c(Cl)c([N+](=O)[O-])nn1CC(=O)N1CCN(Cc2ccccc2)CC1,4,100,1,97,2,-1.7,1.6,6,-1,-6
CCC(=O)Nc1ccc2nc(SCC(=O)N3CCOCC3)sc2c1,-14,101,0.9,112,6,1.1,1.2,4,6,-4
CC(C)OC(=O)CC(=O)CSc1nc(-c2ccc(F)cc2)cc(-c2ccccc2)c1C#N,0,99,1,100,-1,.,1,12,-3,-12

# In another format: results already given.
NNc1nc2c(-c3ccc(F)cc3)nnn2c2ccccc12
  STAT1 inh: -49 | STAT3 activator: 119 | FLuc stim CS: 0.8 | STAT1 activator: 141* | STAT3 blocker: -23 | ROMK mod: -0.0014 | NF-kB neuron act: 0.97 | APP 5UTR inh: -134 | FLuc inhib CS: 24 | APP 5'UTR act: 134
O=C(Nc1ccccc1)Nc1ccccc1-n1ccnc1
  STAT1 inh: -1 | STAT3 activator: 89 | FLuc stim CS: 1 | STAT1 activator: 100 | STAT3 blocker: 14 | ROMK mod: -0.068 | NF-kB neuron act: 1.2 | APP 5UTR inh: -2 | FLuc inhib CS: -4 | APP 5'UTR act: 2

# Next entries:
SMILES,STAT1 inh,STAT3 activator,FLuc stim CS,STAT1 activator,STAT3 blocker,ROMK mod,NF-kB neuron act,APP 5UTR inh,FLuc inhib CS,APP 5'UTR act
COc1ccc(/C=C/C(=O)Nc2ccc3nc4n(c(=O)c3c2)CCCC4)cc1OC,3,100,1,96,12,0.55,0.95,-11,-3,11
OCC1(Cc2ccc(Cl)cc2)CCN(Cc2ccc(Oc3ncccn3)cc2)CC1,1,95,1,97,9,-0.0044,1,4,-4,-4
CCC(=O)Nc1ccc2oc(-c3ccccc3Br)nc2c1,-65,88,0.6,160*,16,.,5.7*,-118,39,118
CNC(=S)NNC(=O)c1cccn(Cc2ccc(Cl)cc2Cl)c1=O,9,106,1.1,92,-2,.,0.93,-12,-7,12
COC(=O)C1=C(C)N(c2ccc(Cl)c(Cl)c2)C(=O)C1,2,100,1,102,3,.,0.84,-5,-3,5
N#Cc1c(NC(=O)C2CC2)sc2c1CCCCC2,-20,100,1,118,4,1,2.1,6,3,-6
COc1ccc(C2Nc3ccccc3C(=O)N2c2ccccc2)cc1CSc1ccccn1 (configuration not stated),-7,101,1.1,107,1,.,1.2,4,-7,-4
COC(=O)C1=C(C)N(c2ccc(C)c(C)c2)/C(=C/c2ccco2)C1=O,8,93,1.1,91,15,0.37,1.3,-10,-6,10
CCOCC(=O)Nc1cccc(Br)c1,0,99,1,100,5,.,1.2,16,5,-16
COc1cc(OC)cc(C(=O)NNC(=O)NC2CCCCC2)c1,9,107,1,92,-2,.,1.1,.,-1,.
O=S(=O)(c1ccc(F)c(F)c1F)N1CCN(C(=S)Nc2ccccc2)CC1,-1,104,1,100,-4,0.23,0.7,-15,-3,15
CCOC(=O)c1ccc(NC(=O)C2(c3ccccc3)CCOCC2)cc1,-8,101,1,112,3,.,1.1,-4,-5,4
CCOc1ccc(NC(=O)CCN2CCN(S(=O)(=O)c3ccc(Cl)cc3)CC2)cc1,-5,103,1,104,3,-1.8,1,1,-4,-1
O=C(NCC(=O)N(CCN1CCOCC1)C(C(=O)NC1CCCC1)c1ccccc1)c1cccs1 (configuration not stated),-7,99,1,104,3,-0.57,1.1,4,-4,-4
Cc1ccc(-n2c(C)cc(=O)cc2C)c(C)c1,-2,97,1,101,9,.,0.79,-5,-2,5
CCOC(=O)N1CCN(C(=O)c2cn(CC)c3ccc(S(=O)(=O)N4CC(C)CC(C)C4)cc3c2=O)CC1 (configuration not stated),3,103,1.1,98,5,-0.28,1.1,5,-9,-5
Cc1cnc(NC(=O)C2CCCO2)s1 (configuration not stated),-3,105,1.1,102,-1,.,1.1,-16,-6,16
COc1ccc(N(CC(=O)NCCC2=CCCCC2)S(=O)(=O)c2ccccc2)cc1OC,11,112,1,89,-6,1.6,1.1,-1,-3,1
CC(C)CCNC(=O)c1ccc(OC2CCN(S(=O)(=O)N(C)C)CC2)cc1,-16,102,1,113,4,-0.034,1.5,1,-2,-1
C[C@@H]1CN(C(=O)c2nc3ccc(Cl)cn3c2CN2CCc3sccc3C2)C[C@H](C)O1,10,107,1,91,-2,-0.13,1.2,8,-3,-8
O=C(NCCCO)C(=O)NCc1ccccn1,-14,105,1,111,0,0.23,1.2,19,-3,-19
Cc1ccc(C2CC(C(F)(F)F)n3ncc(C(=O)NCc4ccco4)c3N2)cc1 (configuration not stated),6,97,1,95,8,.,0.46,-1,-2,1
CC1(C)CC(=O)C(C=NCC2CCN(C(=O)Cc3ccccc3)CC2)=C(O)C1,7,100,1,92,6,-3.8*,1,-18,0,18
O=C(N/N=C/C=C/c1ccccc1)c1cccc(Br)c1,2,79,1,98,27,.,1.2,-11,-4,11
Cn1ncc(Br)c1C(=O)Nc1c(F)c(F)cc(F)c1F,-41,139*,1.1,122,-42,1,1.4,3,-5,-3
Clc1ccc(-c2nnsc2SCc2ccccc2)cc1,-5,93,1.1,107,16,.,1.5,-17,-7,17
CCOC(=O)/C(C#N)=C/Nc1ccccc1NS(=O)(=O)c1cccc(C(C)=O)c1,10,96,1,90,7,-0.85,1.2,16,-1,-16
CCOC(=O)CSc1nc(C(C)(C)C)cc(C(F)(F)F)c1C#N,0,96,1.1,95,6,.,1.1,0,-5,0
COCc1ccc(CN2CCc3c([nH]c4ccccc34)C2C(C)(C)C)o1 (configuration not stated),17,140*,1.1,83,-44,-0.34,1.4,-15,-8,15
CCCCCCCN1C2=NCCCN2c2ccccc21,30,100,1,72,6,-1.1,0.7,-5,-1,5
CCOc1ncccc1C(=O)OCc1ccc([N+](=O)[O-])cc1,-1,103,1,100,-2,-0.19,1.2,8,-2,-8
O=C1CC(c2ccco2)CC2=C1C(c1ccccc1)n1nc(C(F)(F)F)nc1N2 (configuration not stated),1,97,1,100,7,0.61,0.97,-14,-3,14
Cc1ccccc1OCCn1cc(/C=C(\C#N)C(=O)NCc2ccco2)c2ccccc21,-3,100,1,102,-1,0.09,1.2,-19,-3,19
C=CCn1c(COc2ccc(Cl)cc2)nnc1SCC(=O)NCC(=O)OCC,14,110,1.1,87,-6,.,1.1,-7,-7,7
Cc1cnc(C(=O)Nc2cc(F)ccc2C)cn1,-14,78,1,111,31,0.081,1.4,-6,3,6
CN(c1ccccc1)C1CCCCC1NS(=O)(=O)c1ccc(Cl)cc1 (configuration not stated),7,96,1,93,8,-0.065,0.93,-8,-4,8
COc1cc(Br)cc(CN2CCN(C=O)CC2)c1O,-1,92,1,101,12,.,1.6,5,-3,-5
Cn1c(=O)c2c(nc(SCCNS(=O)(=O)c3ccccc3)n2C)n(C)c1=O,3,111,1,98,-9,.,0.72,-7,-2,7
CCC(=O)Nc1ccc(Oc2ccc(NC(=O)CC)c(NC(=O)CC)c2)cc1,-2,101,1,101,1,0.00018,1,8,0,-8
COC(=O)c1ccc(OC)c(CSc2nnc(COc3cccc(C)c3)o2)c1,-3,112,1.1,104,-7,.,0.94,-7,-10,7
CCOc1ccc(NC(=O)CCNc2c(N3CCCC3)c(=O)c2=O)cc1,6,105,1,94,-1,.,0.9,-8,-4,8
O=[N+]([O-])c1cccc(CSc2ncnc3ccccc23)c1,3,102,1,95,-1,1,1.1,1,0,-1
O=C(COC(=O)c1cc(Cl)nc2ccccc12)c1ccc(Cl)cc1,-7,98,1,106,5,.,0.95,7,0,-7
CCOc1ccc(N=C2NC(=O)S/C2=C\c2ccc(OC)cc2)cc1,-1,95,1.1,95,8,0.65,1.3,10,-6,-10
Cn1cnnc1Sc1ccc(S(C)(=O)=O)cc1[N+](=O)[O-],-12,104,1,109,-1,.,1.2,-1,-2,1
Cc1cc(C)cc(NS(=O)(=O)c2ccc3[nH]c(=O)[nH]c3c2)c1,1,101,1,101,0,1.1,0.7,-9,-3,9
Cc1nc2ccccc2n1C1CC(=O)N(Cc2ccccc2)C1=O (configuration not stated),16,68,1.1,85,40,.,1.2,-1,-7,1
CC1(C)CC(=O)C2=C(C1)Oc1nc3ccccc3cc1C2C(C#N)C#N (configuration not stated),13,104,1,88,3,-3.6*,1.4,-19,-4,19
O=C(Nc1ccccc1)OCc1cc(-c2ccc(Cl)cc2)on1,5,98,1.1,96,10,0.054,1.6,13,-6,-13
O=P(CCC(F)(F)F)(CCC(F)(F)F)CCC(F)(F)F,-3,98,1.1,103,3,-0.1,1.1,-5,-6,5

# In another format: results already given
Molecule | STAT1 inh | STAT3 activator | FLuc stim CS | STAT1 activator | STAT3 blocker | ROMK mod | NF-kB neuron act | APP 5UTR inh | FLuc inhib CS | APP 5'UTR act
Cc1nc2ccccc2n1C1CC(=O)N(Cc2ccccc2)C1=O (configuration not stated) | 16 | 68 | 1.1 | 85 | 40 | . | 1.2 | -1 | -7 | 1
CC1(C)CC(=O)C2=C(C1)Oc1nc3ccccc3cc1C2C(C#N)C#N (configuration not stated) | 13 | 104 | 1 | 88 | 3 | -3.6* | 1.4 | -19 | -4 | 19

# Source: PubChem BioAssay
